# BRCA1 expr act = BRCA1 expression activation; MCF7-BRCA1-FFLuc reporter, luminescence, 48 h; response scale: scaled: vehicle 0%, 10 µM genistein 100%; Potency, µM (doses to about 46.1 µM), inactives show at the highest dose activation, actives largely listed as activators; 380,000 tested, 1.1% active; AID 624202; further: potency means the concentration at half of the fitted maximal effect; nearly all actives have a fitted effect of over 80% in size; some results filed as inactive show a strong effect at the top dose
#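 Luminescence from a BRCA1-driven firefly luciferase in MCF7 cells was the read-out, taken 15 min after substrate addition following 48 h compound exposure at 37 °C. Data were normalized to a 10 microM genistein control and DMSO vehicle.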
# B2AR arrestin = recruits beta-arrestin to the human beta2-adrenergic receptor; 330,000 tested, 0.02% active; AID 492947; beta-arrestin recruitment to beta2AR, cell-based reporter; Potency, µM (top dose mostly 46.1 µM), without a hit: at the top dose activation, actives largely listed as activators; P07550;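 further: potency means the concentration at half of the fitted maximal effect; 0% = DMSO controls and full agonism = EC100 isoproterenol or metaproterenol; nearly all actives have a fitted effect of over 65% in size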
# a7 integrin act = activators of alpha7 integrin expression for muscular dystrophy; alpha7betagal myoblasts, beta-gal FDG fluorescence, 48 h; Potency, µM (series often up to 38.3 µM), for inactives: top-dose activation, most hits filed as activators; 350,000 tested, 0.064% active; AID 624291;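 further: potency means the concentration at half of the fitted maximal effect; 100% = response of the positive control SU9516; nearly all actives have a fitted effect of over 60% in size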
#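 alpha7betagal+/- myoblasts (passage 13, 250/well) treated 48 h at 37C with compounds at 1:260 dilution of DMSO stock. Lysed, then beta-galactosidase activity read as FDG fluorescence (ex 480/em 540) after 30 min, with pre-read for autofluorescence.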
# ELG1 repair inh = inhibitors of ELG1-dependent DNA repair in HEK293T cells | HEK293T ELG1-luciferase reporter, luminescence, 16 h; DNA damage induced by 5-fluorouridine | Potency, µM (highest dose often 46.1 µM), without a hit: at the top dose activity change, negative = inhibition, usual class: inhibitors | 330,000 tested, 2.3% active; further: potency means the concentration at half of the fitted maximal effect; on the % scale 0 is the no-effect control and ±100 the full control effect; nearly all actives have a fitted effect of over 55% in size
#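 Overnight (16 hr) co-exposure of 2,000 cells/well to 5-fluorouridine and compound at 37 °C preceded detection. Luciferase was quantified via ONE-Glo luminescence; loss of signal denotes inhibition.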
# TCR act = activates T cell receptor signaling; primary human leukocytes, anti-CD3, IL-2 HTRF, 48 h; Potency, µM (top dose mostly 9.22 µM), inactives show top-dose activation of IL-2 secretion, most hits filed as activators; 330,000 tested, under 10 active; further: % of control where 0% means no effect
#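 IL-2 release read by HTRF sandwich (Eu cryptate donor, d2 acceptor, 665 nm emission) after 48 hr exposure of primary human leukocytes to compound together with anti-CD3 beads in the absence of co-stimulatory signals.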
# CXXC DNA block = MLL CXXC-DNA interaction inhibition; Q03164; 290,000 tested, 0.037% active; Potency, µM (titrated, usually from 115 µM), without a hit: top-dose activity change, negative = inhibition, most hits filed as inhibitors; MLL-CXXC / FITC-HOXA9 DNA fluorescence polarization; active means well fitted inhibition curve with a large enough effect in the polarisation, with a control signal flat, not every such curve was filed as active; inconclusive means small, poorly fitted or top-dose-only effect, or effect the other way, or a change in a side signal; inactive means no such curve, though single readings can be large or run the other way; the % refers to the polarisation; further: potency means the concentration at half of the fitted maximal effect
#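 Fluorescence polarization: 7 uM MLL-CXXC (stock) preincubated 5 min with compounds, then 50 nM fluorescein-HOX-A9 DNA (stock) added; 30 min ambient. Buffer 50 mM Tris-HCl pH 7.5, 50 mM NaCl, 1 mM DTT, 0.05% BSA.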
# p53 reactivation = restores transcriptional activity of mutant p53; H1299 p53-A138V BP100-luciferase reporter, luminescence, 24 h; Potency, µM (series often up to 92.2 µM), without a hit: at the highest dose activity change, positive = activation, usual class: activators; 320,000 tested, 0.063% active; further: potency means the concentration at half of the fitted maximal effect; % of control where 0% means no effect; nearly all actives have a fitted effect of over 45% in size
#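 p53-null H1299 cells stably carrying temperature-sensitive p53-A138V and a BP100-luciferase reporter were pinned with compounds (4-point, 1:5 series) and held 24 hrs at 37 deg C. Luminescence was read 10 min after detection reagent.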
# TSG101-PTAP inh = blocks PTAP/TSG101 interaction to inhibit HIV-1 budding; Potency, µM (series often up to 115 µM), inactives show at the top dose activity change, negative = inhibition, hits mostly inhibitors; 340,000 tested, under 10 active; AID 493005; Fluorescence polarization, FITC-PTAP peptide / Tsg101 binding; active means well fitted inhibition curve with a large enough effect in the main read-out, with a control signal flat, not every such curve was filed as active; inconclusive means small, poorly fitted or top-dose-only effect, or effect the other way, or a change in a side signal; inactive means no such curve, though single readings can be large or run the other way; further: potency means the concentration at half of the fitted maximal effect; % of control where 0% means no effect
#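 Steps: Tsg101 binding domain dispensed (10 uM final), compounds pinned in DMSO, FITC-labeled PTAP-motif peptide added (50 nM final); after 20 min binding at room temperature, polarization measured.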
# A-T KAP1 phos = potential ataxia-telangiectasia treatment | AID 485349 | […] A-T fibroblasts, KAP-1 phosphorylation AlphaLISA; neocarzinostatin DNA damage 30 min before lysis | Potency, µM (highest dose often 57.5 µM), for the others: at the highest dose activation, actives largely listed as activators | 320,000 tested, 0.19% active; further: potency means the concentration at half of the fitted maximal effect; % of control where 0% means no effect; nearly all actives have a fitted effect of over 45% in size
#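 ATM-like activity read as KAP-1 phosphorylation via AlphaLISA donor/acceptor antibody pairs after lysis and 6 hr at 25C. Cells were ATM-null patient fibroblasts ([…], hTERT), dosed 60 min, then exposed to the DSB inducer NCS for 30 min.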
# TRPV1 agonist = human TRPV1 agonism; TRPV1-expressing cells, Fluo-8 calcium influx, agonist mode; activation, % at 8.33 µM; 320,000 tested, 0.19% active; AID 540275; in the data active means activation above about 80%; inconclusive means between about 30% and that limit; further: 0% is about no effect
# Target sequence (Q8NER1 whole entry, looked up): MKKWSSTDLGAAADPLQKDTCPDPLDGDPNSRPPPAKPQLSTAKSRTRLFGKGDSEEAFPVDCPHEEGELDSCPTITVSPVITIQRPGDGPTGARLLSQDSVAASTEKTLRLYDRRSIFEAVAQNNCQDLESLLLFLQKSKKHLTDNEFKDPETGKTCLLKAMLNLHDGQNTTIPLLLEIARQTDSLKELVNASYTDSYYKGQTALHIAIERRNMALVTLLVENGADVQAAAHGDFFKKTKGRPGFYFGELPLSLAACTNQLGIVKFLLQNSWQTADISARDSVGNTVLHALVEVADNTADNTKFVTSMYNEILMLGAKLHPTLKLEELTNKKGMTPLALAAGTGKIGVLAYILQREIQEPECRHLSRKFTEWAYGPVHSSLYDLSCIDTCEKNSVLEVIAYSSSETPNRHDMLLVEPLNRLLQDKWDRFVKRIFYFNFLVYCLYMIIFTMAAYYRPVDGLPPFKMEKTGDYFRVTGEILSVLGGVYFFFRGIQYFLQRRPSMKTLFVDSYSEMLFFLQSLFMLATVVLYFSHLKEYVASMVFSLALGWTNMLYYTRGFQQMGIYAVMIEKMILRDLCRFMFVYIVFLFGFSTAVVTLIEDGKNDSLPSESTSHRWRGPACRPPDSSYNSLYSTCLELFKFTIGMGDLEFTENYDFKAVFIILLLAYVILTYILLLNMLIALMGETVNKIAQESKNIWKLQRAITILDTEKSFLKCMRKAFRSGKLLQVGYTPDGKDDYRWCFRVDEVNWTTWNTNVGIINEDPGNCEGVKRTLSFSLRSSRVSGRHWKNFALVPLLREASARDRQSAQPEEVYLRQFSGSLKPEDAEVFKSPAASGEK
#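 Cells expressing TRPV1 were dye-loaded with Fluo-8 and read kinetically: 10 s baseline, 3 min after compound (agonist portion), then 2 min after EC20 capsaicin (allosteric enhancer portion). Calcium-bound dye fluorescence at 480/520 nm.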
# Starred values were filed as active, the others as inactive; ? = inconclusive; . = not tested or not shown; [ ] = another dose, or the depositor's remark. Unless noted, the call rests on the fitted dose curve; in most records, active means well fitted curve in the direction sought with a large enough effect; inconclusive means small, poorly fitted or top-dose-only effect, or another doubt; inactive means no such curve, though single readings can be large; an effect the other way counts as inactive or inconclusive.
SMILES,BRCA1 expr act,B2AR arrestin,a7 integrin act,ELG1 repair inh,TCR act,CXXC DNA block,p53 reactivation,TSG101-PTAP inh,A-T KAP1 phos,TRPV1 agonist
CS(=O)(=O)N(CC(=O)NCc1ccco1)c1ccc(Cl)c(C(F)(F)F)c1,-1%,0.0%,-21%,?,.,9%,12%,-1%,7%,-4
COC(=O)c1ccc(C(=O)OC)c(NC(=O)/C=C/C(=O)O)c1,17%,0.1%,-5%,0%,-14%,30%,6%,-1%,?,10
CCN(CC)CCNS(=O)(=O)c1ccc(/C=C/C(=O)O)cc1,-1%,0.0%,14%,7%,-4%,27%,2%,-3%,-6%,-1
CCn1cc(C2=NC(CCSC)CO2)c2ccccc21 (configuration not stated),-14%,0.3%,0%,9%,-3%,-6%,10%,-2%,0%,16
O=C(OCC(=O)N(C1CCCCC1)C1CCCCC1)c1ccccc1O,-41%,-1.0%,-12%,?,1%,30%[activator],5%,-1%,20%,16
COc1cc(OC)c(C2C(C#N)=C(C)NC(C)=C2C#N)c(C(=O)O)c1,3%,-0.2%,-23%,-8%,-1%,-4%,-1%,-1%,14%,2
O=C1CC(=O)CC(c2ccco2)C1,3%,-0.2%,11%,4%,1%,2%,-3%,-8%,2%,2
CC(C)Cc1nnc(NC(=O)CSc2nc(N)cc(=O)[nH]2)s1,-1%,-0.2%,10%,6%,-3%,3%,-17%,-4%,-3%,-3
Cc1ccccc1OCC(O)CN(CCO)Cc1ccccc1 (configuration not stated),4%,0.0%,24%,1%,1%,2%,9%,0%,8%,1
CCCC(O)(c1ccccc1)C(c1ccccc1)c1ccccn1 (configuration not stated),3%,.,-2%,.,-4%,.,.,-2%,.,.
COC(=O)c1ccccc1-c1c2ccc(=N)cc-2oc2cc(N)ccc12,-81%[inhibitor],-2.2%,-993%[inhibitor],10%,-3%,.,1%,-106%,?,123*
COc1ccccc1-n1c(CCC(=O)O)ccc1-c1ccccc1,-18%,-0.5%,-10%,6%,1%,-6%,.,-7%,5%,-4
COc1ccc(C2=CC3=C(Br)C(=O)C(C)(OC(=O)c4cccs4)C(=O)C3=CO2)cc1 (configuration not stated),-6%,.,1%,.,-1%,.,.,-6%,.,.
CCOP(=O)(OCC)C(NC(=O)NS(=O)(=O)c1ccc(C)cc1)c1ccccc1 (configuration not stated),-2%,0.1%,?,15%,-7%,6%,-1%,-1%,-4%,-1
CCC(C)N(C(=O)COC(=O)CN=C1NS(=O)(=O)c2ccccc21)C1CCS(=O)(=O)C1 (configuration not stated),-4%,0.5%,44%,23%,-4%,.,8%,0%,3%,-1
COc1cccc(/C=N/NC(=S)NC2CC3CC2C2C=CCC32)c1O (configuration not stated),18%,-0.4%,-60%[inhibitor],?,-2%,?,7%,-1%,-23%,-4
O=C(COc1ncnc2ccccc12)NCCCN1CCCC1=O,5%,0.0%,9%,6%,-97%,7%,6%,-2%,2%,0
CS(=O)(=O)N(CC(=O)N1CCC(C(N)=O)CC1)C1CCCCC1,-2%,-0.8%,-17%,5%,-3%,28%,23%,-4%,-10%,0
COc1ccc(C2OC(=O)Cc3cc(OC)c(OC)cc32)cc1 (configuration not stated),10%,-0.9%,-6%,4%,-9%,2%,7%,-3%,0%,-4
CCc1ccccc1NC(=O)N[C@H](C(=O)O)C(C)C,17%,-0.4%,14%,-1%,4%,-3%,-1%,-1%,.,-5
Cc1c(OC(C)C(=O)NCCCN2CCCC2=O)ccc2c3c(c(=O)oc12)CCCC3 (configuration not stated),0%,-0.2%,-26%,-3%,0%,32%[activator],-17%,-8%,-2%,-3
COc1cccc(N2CC34C=CC(O3)C(C(=O)O)C4C2=O)c1 (configuration not stated),-1%,-0.6%,14%,12%,-2%,0%,6%,1%,-4%,3
Cc1ccc(C)c(OCC(=O)NCC(c2ccco2)N2CCCCC2)c1 (configuration not stated),-4%,-0.2%,-4%,0%,-3%,.,4%,-3%,1%,23
O=C(Nc1cc(Cl)ccc1F)c1ccc(-n2cncn2)c([N+](=O)[O-])c1,-2%,0.0%,14%,-28%,-4%,.,2%,-5%,-10%,10
CCN1CCN(c2ccc(S(=O)(=O)N3CCOCC3)cc2NC(=O)C(C)Oc2ccc(Cl)cc2)CC1 (configuration not stated),-22%,-0.5%,-28%,?,-3%,.,2%,0%,5%,17
# Going on with the list:
SMILES,BRCA1 expr act,B2AR arrestin,a7 integrin act,ELG1 repair inh,TCR act,CXXC DNA block,p53 reactivation,TSG101-PTAP inh,A-T KAP1 phos,TRPV1 agonist
COc1ccc(C)cc1NC(=O)C1CC(=O)N(Cc2ccco2)C1 (configuration not stated),26%,0.2%,-14%,-6%,-3%,1%,1%,-2%,11%,1
O=C(Nc1ccccc1)Oc1cccc2cccnc12,-9%,.,-15%,.,-4%,.,.,-11%,.,.
CCN1CCc2c(OCC(=O)N3N=C(c4cccs4)CC3c3ccc(F)cc3)cccc2C1=O (configuration not stated),-78%,-0.2%,-9%,?,-5%[46.1 µM],5%,-26%,0%,3%,-6
COc1ccc(/C=C(\NC(=O)c2ccco2)C(=O)NCc2ccco2)cc1,0%,0.6%,19%,23%,-5%,3%,5%,0%,4%,0
O=C(Cn1c(=O)n(Cc2ccco2)c(=O)c2c3c(sc21)CCCCC3)c1ccccc1,4%,7.0%,-3%,4%,.,-3%,12%,.,-3%,3
CC(=O)N1Cc2cc([N+](=O)[O-])ccc2Oc2ccccc21,0%,-0.1%,-15%,-12%,3%,4%,-2%,-2%,1%,1
O=c1[nH]c2ccccc2nc1Cc1ccc([N+](=O)[O-])cc1,-2%,-0.4%,-26%,5%,-4%,11%,-2%,-1%,5%,1
COc1ccc2cc(/C(C)=N/NC(=O)C3CC3)ccc2c1,?,-1.1%,-18%,?,3%,-20%,1%,-4%,1%,11
COc1cc(/C=N/NC(=O)c2ccc(O)cc2)ccc1OCC(=O)N1CC(C)OC(C)C1 (configuration not stated),-5%,0.3%,39%,0%,1%,-4%,0%,-5%,-1%,5
COc1cccc(C(=O)Nc2nnc(SCC(=O)NC3CC3)s2)c1,93%,0.1%,2%,?,-4%,0%,?,-7%,-3%,1
CC1(NC(=O)CC(c2ccccc2)(c2ccccc2)c2ccccc2)CCN(CCCc2ccccc2)C1=O (configuration not stated),-26%,-0.8%,-11%,?,-4%,.,8%,-5%,-1%,29
CC(=O)Nc1ccc(NC(=O)c2cccc(C(=O)OC(C)C)n2)cc1,7%,-0.5%,12%,?,2%,22%,0%,2%,-2%,5
C/C(=N\N1CCN(Cc2ccccc2Cl)CC1)c1ccc(F)cc1,15%,-0.2%,0%,-5%,14%,-10%,8%,-4%,-2%,-3
CCC(C)(C)NC(=O)C(c1ccc(C)o1)N(Cc1ccc2c(c1)OCO2)C(=O)c1snc(C(N)=O)c1N (configuration not stated),-17%,-0.1%,-12%,-7%,2%,34%[activator],-1%,2%,0%,22
C=CCNC(=O)/C(=C/c1cccc([N+](=O)[O-])c1)NC(=O)c1ccco1,3%,-0.2%,13%,4%,-2%,20%,-2%,-2%,-4%,0

# 8 successive entries already listed:
SMILES,BRCA1 expr act,B2AR arrestin,a7 integrin act,ELG1 repair inh,TCR act,CXXC DNA block,p53 reactivation,TSG101-PTAP inh,A-T KAP1 phos,TRPV1 agonist
COc1ccc2cc(/C(C)=N/NC(=O)C3CC3)ccc2c1,?,-1.1%,-18%,?,3%,-20%,1%,-4%,1%,11
COc1cc(/C=N/NC(=O)c2ccc(O)cc2)ccc1OCC(=O)N1CC(C)OC(C)C1 (configuration not stated),-5%,0.3%,39%,0%,1%,-4%,0%,-5%,-1%,5
COc1cccc(C(=O)Nc2nnc(SCC(=O)NC3CC3)s2)c1,93%,0.1%,2%,?,-4%,0%,?,-7%,-3%,1
CC1(NC(=O)CC(c2ccccc2)(c2ccccc2)c2ccccc2)CCN(CCCc2ccccc2)C1=O (configuration not stated),-26%,-0.8%,-11%,?,-4%,.,8%,-5%,-1%,29
CC(=O)Nc1ccc(NC(=O)c2cccc(C(=O)OC(C)C)n2)cc1,7%,-0.5%,12%,?,2%,22%,0%,2%,-2%,5
C/C(=N\N1CCN(Cc2ccccc2Cl)CC1)c1ccc(F)cc1,15%,-0.2%,0%,-5%,14%,-10%,8%,-4%,-2%,-3
CCC(C)(C)NC(=O)C(c1ccc(C)o1)N(Cc1ccc2c(c1)OCO2)C(=O)c1snc(C(N)=O)c1N (configuration not stated),-17%,-0.1%,-12%,-7%,2%,34%[activator],-1%,2%,0%,22
C=CCNC(=O)/C(=C/c1cccc([N+](=O)[O-])c1)NC(=O)c1ccco1,3%,-0.2%,13%,4%,-2%,20%,-2%,-2%,-4%,0

# Bioassay records from PubChem BioAssay.
